# Bioassay records from PubChem.
# RXFP1 agonist: qHTS Assay for Agonists of the Relaxin Receptor RXFP1 | 370,000 compounds, 0.3% hits | Relaxin receptor 1 (Homo sapiens), Q9HBX9 | Potency, µM (highest dose often 57.5 µM), without a hit: at the highest dose activation, hits mostly activators | AID 2676, 2010 | HEK293T-RXFP1 cAMP TR-FRET, 30 min; response scale: percent of porcine relaxin response, buffer zero; active = well fitted activation curve with a large enough effect; inconclusive = small, poorly fitted or top-dose-only effect; also: potency is read from the fitted curve at half-maximal effect; % is scaled to controls: 0 for no effect and ±100 for the full control effect; nearly all actives have a fitted effect of over 60% in size; many of its hits are not listed in these tables
#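 Agonist response is measured as cAMP accumulation in an RXFP1-transfected HEK293T line under PDE4 inhibition. Values are scaled between buffer-only and 29 nM porcine relaxin, and EC50s come from standard Hill equation fits.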
# D2 agonist: HTS Assay for Allosteric Agonists of the Human D2 Dopamine Receptor: Primary Screen for Agonists; D(2) dopamine receptor (Homo sapiens), P14416; HEK293 T-REx D2 cells, calcium flux agonist mode; activation, % at 2 µM; 340,000 compounds, 0.53% hits;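 active = activation over 3 SD above normal in the single-dose calcium agonist read, cut at about 30% in these data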; also: 0% is about no effect
# Target sequence (P14416 whole entry, looked up): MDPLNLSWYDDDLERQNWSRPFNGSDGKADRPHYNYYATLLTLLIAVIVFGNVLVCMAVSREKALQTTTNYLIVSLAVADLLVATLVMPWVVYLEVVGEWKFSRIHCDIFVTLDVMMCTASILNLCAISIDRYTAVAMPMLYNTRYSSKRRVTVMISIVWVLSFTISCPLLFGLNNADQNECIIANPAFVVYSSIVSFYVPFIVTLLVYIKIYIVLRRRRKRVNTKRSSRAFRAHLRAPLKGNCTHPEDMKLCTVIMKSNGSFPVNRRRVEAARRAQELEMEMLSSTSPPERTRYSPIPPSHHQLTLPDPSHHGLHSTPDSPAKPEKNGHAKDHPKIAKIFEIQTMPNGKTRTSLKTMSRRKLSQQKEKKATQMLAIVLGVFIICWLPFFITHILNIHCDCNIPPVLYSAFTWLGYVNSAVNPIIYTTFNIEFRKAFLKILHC
#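 Agonism scored from kinetic calcium signal (1 read/sec, 180 s) following compound pin transfer, after a 10 s baseline. Cells: HEK293 Trex line expressing inducible D2 receptor coupled to calcium, dye-loaded after overnight culture at 30 C.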
# D2 antag: HTS Assay for Allosteric Antagonists of the Human D2 Dopamine Receptor: Primary Screen for Antagonists; HEK293 TREx D2 cells, calcium flux, dopamine EC80; AID 485344, 2010; inhibition, % at 10 µM; 340,000 compounds, 2% hits; in the data active = inhibition above about 30%; also: 0% is about no effect
#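 In this primary screen, negative modulation is detected by tracking calcium flux after an EC80 dopamine challenge in inducible HEK293 T-REx D2 cells preexposed to test compound for 180 s.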
# D1 potentiator: Potentiators of Human D1 Dopamine Receptor: qHTS; HEK293 TREx D1 cells, calcium flux, dopamine EC20 potentiation; 360,000 compounds, 0.036% hits; D(1A) dopamine receptor (Homo sapiens), P21728; AID 504651, 2011; potentiation, % at 10 µM; in the data active = potentiation above about 30%; also: 0% is about no effect
# D1 agonist: Allosteric Agonists of the Human D1 Dopamine Receptor: qHTS; D(1A) dopamine receptor (Homo sapiens), P21728; HEK293 T-REx D1 cells, calcium flux, agonist mode; activation, % at 2 µM; 360,000 compounds, 1% hits; AID 504660, 2011; in the data active = activation above about 30%; also: 0% is about no effect
#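 Inducible HEK293 T-REx D1 cells, force-coupled to calcium signalling, were plated at 4000 cells/well with tetracycline and held overnight at 30 C. After no-wash calcium dye loading, compound-evoked calcium rise over 180 s flagged agonists.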
# D1 antagonist: Antagonist of Human D 1 Dopamine Receptor: qHTS. HEK293 TREx D1 cells, calcium flux, dopamine EC80; stronger effect = lower value. activity change, negative = inhibition, % at 10 µM. 360,000 compounds, 3.2% hits; in the data active = activity change below about -30%; also: % is scaled to controls: 0 for no effect and ±100 for the full control effect
#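 Inducible Hek293 Trex D1 cells (tetracycline, overnight, 30 C). Calcium dye 30–90 min RT. Antagonist mode: EC80 dopamine added after 180 s compound read.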
# TRHR PAM: qHTS for Small Molecule Agonists and Allosteric Enhancers of Human TRH Receptor: Primary Screen for Enhancers; TRHR cells, fluo-8 calcium fluorescence, EC20 TRH enhancement; enhancement, % at 2 µM; 360,000 compounds, 0.66% hits; in the data active = enhancement above about 30%; also: 0% is about no effect
# Target sequence (P34981 whole entry, looked up): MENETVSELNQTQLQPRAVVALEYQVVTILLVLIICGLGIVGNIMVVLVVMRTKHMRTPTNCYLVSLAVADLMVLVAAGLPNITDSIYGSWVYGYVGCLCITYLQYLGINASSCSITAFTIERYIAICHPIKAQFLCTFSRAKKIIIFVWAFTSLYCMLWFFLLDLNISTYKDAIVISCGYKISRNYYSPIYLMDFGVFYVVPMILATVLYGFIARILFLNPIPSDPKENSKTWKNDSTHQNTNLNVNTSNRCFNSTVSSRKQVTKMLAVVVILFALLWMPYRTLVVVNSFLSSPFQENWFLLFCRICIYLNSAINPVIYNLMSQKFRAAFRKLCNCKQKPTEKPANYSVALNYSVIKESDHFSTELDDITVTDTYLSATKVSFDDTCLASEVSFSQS
#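 Enhancer read-out: after compound pinning and an initial kinetic agonist-mode read, an EC20 of TRH (10 nM final) was injected and fluo-8 calcium signal (Ex 480/Em 530) followed at 1 s/cycle for 100 cycles in TRHR-expressing cells.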
# D2 PAM: HTS Assay for Positive Allosteric Modulators of the Human D2 Dopamine Receptor: Primary Screen for Potentiators; D(2) dopamine receptor (Homo sapiens), P14416; HEK293 T-REx D2, calcium flux, EC20 dopamine potentiation; 340,000 compounds, 0.34% hits; potentiation, % at 10 µM;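 active = potentiation over 3 SD above the plate norm, cut at about 30% in these data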; also: 0% is about no effect
#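 Calcium flux readout, no-wash dye, 1 read/s. Inducible HEK293 Trex D2 line, overnight 30 C. Compound alone 180 s (agonist flags), then EC20 dopamine, another 180 s to score potentiation.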
# RXFP1 antag: qHTS Assay for Antagonists of the Relaxin Receptor RXFP1; HEK293-RXFP1, relaxin-stimulated cAMP HTRF, 30 min; stronger effect = lower value; activity change, negative = inhibition, % at 57.5 µM; 350,000 compounds, 0.59% hits; AID 1259400, 2018;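 active = activity change of -60% or lower, but not beyond a set lower limit; inconclusive = change between -60% and -40%, or beyond the set limit; inactive = change above -40%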; also: % is scaled to controls: 0 for no effect and ±100 for the full control effect
# * = called active by the depositor; ? = inconclusive; . = no result given; & = joins results of further samples.
No.	Molecule	RXFP1 agonist	D2 agonist	D2 antag	D1 potentiator	D1 agonist	D1 antagonist	TRHR PAM	D2 PAM	RXFP1 antag
1	O=C(CSc1nnc(-c2ccccc2Br)o1)Nc1nncs1	0.9%	-0.1	-5	-2	1	-1	8	-4	14
2	Cc1ccc(CNC(=O)C2CCN(S(=O)(=O)N3CCC(C)CC3)CC2)cc1	-1.6%	0.2	.	-1	-4	0	-3	-11	-4&-7
3	CC(=O)Nc1ccc(NC(=O)C(Sc2ccccc2)c2ccccc2)cc1 (stereo not drawn)	-3.2%	1.4	-6	-10	0	-6	-10	4	-13
4	CCOC(=O)C1CCN(CC(=O)Nc2ccc(OC)c(Cl)c2)CC1	-0.8%	0.6	18	-7	-1	-13	-3	-4	-6
5	O=C(CCN1N=C(c2ccccc2)CCC1=O)NCCc1ccc(Cl)cc1	-0.4%	0.0	.	-1	-1	-23	8	14	9
6	Cc1ccc(S(=O)(=O)N2CCOCC2)cc1C(=O)NNC(=O)c1ccoc1C	3.8%	0.4	-3	3	1	-2	-16	1	5
7	CN(C)CCC1c2ccc(Cl)cc2CCc2cccnc21 (stereo not drawn) (tested in a mixture with another compound)	-2.2%	3.4	-41	-2	27	6	-7	-19	-8
8	CCOC(=O)c1ccc(N2C(=O)c3n[nH]c(C)c3C2c2cccnc2)cc1 (stereo not drawn)	-0.2%	0.4	5	-3	1	14	-4	-8	-7
9	O=C1NC(=O)/C(=C/c2ccc(N3CCOCC3)o2)N1	-1.6%	-0.2	-7	-2	3	5	-2	-1	5
10	CC(C)(C)CC(=O)NC(=S)N1CCCCCC1	-3.8%	0.5	9	-1	0	10	10	-3	34
11	CCOC(=O)CSc1nc2c([nH]c3ccccc32)c(=O)n1-c1ccc(OCC)cc1	0.7%	0.9	.	1	3	8	2	0	.
12	Cc1ccc(N/C=C(\C#N)c2ccc(OCCCF)cc2)cc1	-1.9%	-0.5	11	-9	2	-7	0	7	-19
13	CCOC(=O)c1c(C)[nH]c(C)c1S(=O)(=O)N1CCN(c2ccc(F)cc2)CC1	0.6%	-1.1	-1	2	4	9	-5	0	-6
14	O=c1[nH]c2cc3c(cc2cc1C(c1nnnn1CC1CCCO1)N1CCCC1)OCO3 (stereo not drawn)	-0.2%	-1.4	15	-10	0	-21	-6	-11	2
15	Cc1nc(N2CCCCC2C)c2c(C)c(C(=O)Nc3cccc(C(F)(F)F)c3)sc2n1 (stereo not drawn)	11%	-0.4	-1	-5	-2	13	2	-2	-6
16	Cc1ccc(-n2c(=O)c3cccnc3n2CC(=O)NCc2ccc(Cl)cc2)cc1	8.9%	0.5	.	0	1	-4	-2	16	.
17	Cc1ccsc1/C=N/NC(=O)CSCc1ccc(Cl)cc1	0.3%	-0.7	20	-5	-2	-6	-1	6	6
18	Clc1ccc(Cn2ncc3c(NCc4cccnc4)ncnc32)cc1	0.9%	2.1	17	-10	12	-24	15	.	13
19	Cc1ccc2nc(N3CCC(C(=O)N4CCN(c5cccc(C)c5C)CC4)CC3)[nH]c2c1	-0.4%	-0.4	.	-2	1	1	-1	9	?
20	CCN(C(=O)CSc1ncc2c(n1)-c1cc(Cl)ccc1N(Cc1ccccc1)S2(=O)=O)c1cccc(C)c1	1.3%	.	.	1	2	-6	10	6	.

# Four entries drawn at random from the list so far, as already listed:
No.	Molecule	RXFP1 agonist	D2 agonist	D2 antag	D1 potentiator	D1 agonist	D1 antagonist	TRHR PAM	D2 PAM	RXFP1 antag
15	Cc1nc(N2CCCCC2C)c2c(C)c(C(=O)Nc3cccc(C(F)(F)F)c3)sc2n1 (stereo not drawn)	11%	-0.4	-1	-5	-2	13	2	-2	-6
11	CCOC(=O)CSc1nc2c([nH]c3ccccc32)c(=O)n1-c1ccc(OCC)cc1	0.7%	0.9	.	1	3	8	2	0	.
2	Cc1ccc(CNC(=O)C2CCN(S(=O)(=O)N3CCC(C)CC3)CC2)cc1	-1.6%	0.2	.	-1	-4	0	-3	-11	-4&-7
4	CCOC(=O)C1CCN(CC(=O)Nc2ccc(OC)c(Cl)c2)CC1	-0.8%	0.6	18	-7	-1	-13	-3	-4	-6

# New compounds follow
No.	Molecule	RXFP1 agonist	D2 agonist	D2 antag	D1 potentiator	D1 agonist	D1 antagonist	TRHR PAM	D2 PAM	RXFP1 antag
21	CC(C)c1nc2sc3c(NCc4ccco4)ncnc3c2c2c1COC(C)(C)C2	?	0.2	4	4	1	18	5	4	-4
22	COc1c(O)cnn(-c2ccccc2)c1=O	0.3%	1.9	-7	-5	1	8	6	10	9
23	CCOc1ccccc1-n1c(SCC(=O)NC)nnc1-c1ccco1	0.6%	0.3	-2	-1	2	10	14	10	-10
24	COC(=O)c1cc2c(N)c(C(=O)c3ccccc3)sc2nc1C(OC)OC	2.7%	0.8	1	-3	5	-6	-2	-5	11
25	Cc1cccc(CNC(=O)C2CCN(c3nc4ccc(Cl)cc4[nH]3)CC2)c1	4.8%	-1.7	.	-1	42*	11	-2	.	-72*
26	O=C(NCCCNCc1ccccc1)/C(=N\O)c1ccccc1	0.3%	0.0	-13	0	4	-1	1	-4	-2
27	Cc1ccc(S(=O)(=O)Oc2ccc(/C=C(/NC(=O)c3ccccc3)C(=O)O)cc2)cc1	0.4%	-0.4	-4	2	2	-14	-1	4	-17
28	CCOc1ccc(NC(=O)CSc2nc3[nH]ncc3c(=O)n2-c2ccccc2OC)cc1	0.9%	0.2	9	-4	4	-25	8	17	.
29	CCc1nn(CC(=O)NCCCN2CCc3ccccc3C2)c(=O)c2cc3sccc3n12	0.4%	-1.0	79*	-1	0	-6	-4	-29	-7
30	Cc1ccc(NNC(=O)CCc2ccccc2)c(C)c1	3.1%	-0.2	-21	-8	2	-11	4	0	-7
31	C/C(=N\NC(=O)c1ccc(Cl)c(Cl)c1)c1ccc(Br)s1	-1.2%	-0.5	-2	3	0	-15	1	-2	-2
32	O=C(CSc1nnc(-c2ccncc2)n1Cc1ccco1)Nc1cccc(O)c1	-0.4%	0.6	13	-2	3	-3	1	3	6
33	CN(C1CCCCC1)S(=O)(=O)c1ccc2c(c1)c(=O)c(C(=O)NCCc1ccccc1)cn2C	5.4%	-0.6	.	10	2	-7	-6	28	-5
34	CC1=C(C(=O)OCc2ccccc2)C(c2ccc(N(C)C)cc2)NC(=O)N1 (stereo not drawn)	-1.3%	1.5	-4	2	-3	9	4	11	-21
35	CC(=O)c1cc2c(cc1N/C(=N/S(=O)(=O)c1ccccc1)c1ccc(Cl)cc1)OCO2	1.8%&1.5%	-1.7	6	1&-7	2&4	7&1	0&4	11&8	0&13
36	CCCCc1cc(=O)oc2cc(C)cc(OCC(=O)N3CCC(C(N)=O)CC3)c12	0.5%	-0.3	4	-5	1	-8	-3	12	.
37	C/C(=N\NC(=O)c1nn(C)c(C)c1Br)c1ccc(NC(=O)c2ccccc2F)cc1	-0.1%	-0.9	8	-5	3	-3	-1	8	.
38	CC1CCCCC1NC(=O)c1ccc(N2CCCC2=O)cc1 (stereo not drawn)	0.3%	0.6	-10	0	-1	1	0	14	5
39	O=C(Cc1n[nH]c(=O)c2ccccc12)Nc1cc(Cl)ccc1-n1cncn1	2.4%	0.2	-13	16	2	-17	3	5	-14
40	CCN(C(=O)c1ccccc1)c1ccc([N+](=O)[O-])cc1	1.1%	0.2	2	1	1	-4	6	1	.
41	O=C(c1ccc2ccccc2c1)C1CCCN(C(=O)CN2C(=O)CSC2=O)C1 (stereo not drawn)	-2.3%	0.0	-13	8	1	6	-2	2	0
42	CC(=O)Nc1ccc(S(=O)(=O)Nc2ccc3c(c2)OCCO3)cc1	-0.4%	3.4	13	-6	3	13	11	-9	11
43	Cc1ccccc1CN(c1ccc(C(=O)NCCC2=CCCCC2)cc1)S(C)(=O)=O	-0.6%	1.5	-4	2	4	2	1	12	-4
44	CCCC(=O)N/C(N)=N/c1nc(C)c2ccccc2n1	2.4%	-2.4	11	-1	7	-7	8	-9	1
45	CCOc1ccccc1C(=O)Nc1c[nH]c(=O)[nH]c1=O	4.4%	.	.	0	1	1	3	15	-4
46	O=C(NC1CCCCC1)c1cccnc1C(=O)O	0.3%	-0.1	10	-2	2	3	-14	5	2
47	COc1ccc(C2CC(c3cccs3)=NN2C(=O)c2ccccc2)cc1OC (stereo not drawn)	2.1%	1.3	-3	-1	4	5	1	-11	-4
48	CCOC(=O)Cn1c(=O)c2c(nc(Br)n2Cc2ccccc2)n(C)c1=O	1.5%	0.8	6	-3	1	8	-4	10	.
49	COc1ccc(O)c(C(=O)c2cnc3c(c2)c(=O)[nH]c(=O)n3C)c1	-0.5%	-0.8	-6	-7	-2	-6	-3	10	.
50	NS(=O)(=O)c1ccc(CCNC(=O)COC(=O)c2cc([N+](=O)[O-])ccc2N2CCOCC2)cc1	-0.1%	.	.	1	2	1	2	-1	-4
51	COc1cc(C(=O)Nc2ccc(NC(=O)c3ccco3)nc2)cc(OC)c1OC	0.8%	-0.4	-1	-1	2	7	-4	-5	4
52	NC(=O)CSc1nnc(-c2ccccc2)c(-c2ccccc2)n1	2.0%	0.6	10	-8	2	3	3	2	0
53	Cc1cc(C)c(COCc2cc(/C=N/O)c(C)cc2C)cc1/C=N/O	1.6%	-0.1	-3	0	4	-7	-12	6	-39
54	CNC(=O)CSc1nnc(-c2ccco2)n1-c1cccc(OC)c1	-2.7%	0.0	-1	-3	1	-2	0	4	9
55	COc1ccc(CNC(=O)Cc2c(C(=O)O)[nH]c3ccccc23)c(OC)c1	1.3%	0.4	17	5	3	0	0	3	-1
56	O=C(O)/C=C/C(=O)c1ccc2c(c1)NC(=O)CO2	-1.4%	-0.3	0	3	3	-4	-1	4	-5
57	NC(N)=NS(=O)(=O)c1ccc(NC(=S)NC(=O)c2ccc3c(c2)OCO3)cc1	-1.6%	-1.7	0	-2	0	2	-2	6	1
58	CN(C)CCNC(=O)Cn1nc(C(F)F)cc1C1CC1	0.2%	-2.8	0	0	2	-17	18	11	-9
59	CN(C)Cc1cc(CCNC(=O)c2ccc(Cl)cc2)ccc1O	-1.1%	0.1	-10	-10	4	-37*	6	6	-14
60	CCOc1ccc(Cl)cc1S(=O)(=O)N1CCN(c2ccc(C)c(C)c2)CC1	2.3%	-0.2	-4	0	-2	.	-3	14	-6

# Not all compounds are listed. The share of hits here may be higher or lower than overall.
